CCT chaperon mod – cytosolic chaperonin activity modulation; purified chaperonin ATPase assay, HTRF ADP detection, 30 min; activity change, % (no concentration beside the values), hits read low; 360,000 compounds, 0.3% hits; in the data active = activity change below about -30%; note: % is set by controls: 0 for no effect and ±100 for the full control effect
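First, chaperonin was dispensed at 40 nM or 20 nM final depending on batch activity. Next, compounds were pinned at 76 uM and ATP added at 10 uM. After 30 min at 37 °C, ADP detection reagents ran 30 min at ambient temperature.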
EPAC2 antagonist – antagonists of human EPAC2 | Q8WZA2 | EPAC2 GEF exchange of Rap1B-BODIPY-GDP, fluorescence | Potency, µM (top dose mostly 114 µM), without a hit: at the highest dose activity, negative = inhibition, usual class: inhibitors | 360,000 compounds, 0.18% hits; note: potency is the fitted concentration of half-maximal effect; % is set by controls: 0 for no effect and ±100 for the full control effect; nearly all actives have a fitted effect of over 45% in size; many of its hits are not listed in these tables
Mm-Cpn inhibitor – blocks the Methanococcus maripaludis chaperonin Mm-Cpn. 330,000 compounds, 0.031% hits. Potency, µM (top dose mostly 76.9 µM), for inactives: at the top dose activity, negative = inhibition, usual class: inhibitors. AID 504842. purified Mm-Cpn ATPase, ADP Transcreener TR-FRET; note: potency is the fitted concentration of half-maximal effect; % is set by controls: 0 for no effect and ±100 for the full control effect; nearly all actives have a fitted effect of over 80% in size
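Eu-cryptate anti-ADP/ADP-d2 competition gives a ratio inversely related to ADP. Enzyme at 25 nM was pre-exposed to compound for 10 min, then given 10 uM ATP for 30 min, 37°C throughout.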
PLK1 PBD inh – inhibitors of human PLK1 polo-box domain binding; Plk1 PBD binding of FITC phosphopeptide, fluorescence polarization; Potency, µM, inactives show max response, negative = inhibition, actives largely listed as inhibitors; 360,000 compounds, 2.8% hits; AID 720504; note: potency is the fitted concentration of half-maximal effect; series mostly up to about 57 µM; % is set by controls: 0 for no effect and ±100 for the full control effect; nearly all actives have a fitted effect of over 65% in size
Target sequence (P53350 whole entry, looked up, the tested form may be a part): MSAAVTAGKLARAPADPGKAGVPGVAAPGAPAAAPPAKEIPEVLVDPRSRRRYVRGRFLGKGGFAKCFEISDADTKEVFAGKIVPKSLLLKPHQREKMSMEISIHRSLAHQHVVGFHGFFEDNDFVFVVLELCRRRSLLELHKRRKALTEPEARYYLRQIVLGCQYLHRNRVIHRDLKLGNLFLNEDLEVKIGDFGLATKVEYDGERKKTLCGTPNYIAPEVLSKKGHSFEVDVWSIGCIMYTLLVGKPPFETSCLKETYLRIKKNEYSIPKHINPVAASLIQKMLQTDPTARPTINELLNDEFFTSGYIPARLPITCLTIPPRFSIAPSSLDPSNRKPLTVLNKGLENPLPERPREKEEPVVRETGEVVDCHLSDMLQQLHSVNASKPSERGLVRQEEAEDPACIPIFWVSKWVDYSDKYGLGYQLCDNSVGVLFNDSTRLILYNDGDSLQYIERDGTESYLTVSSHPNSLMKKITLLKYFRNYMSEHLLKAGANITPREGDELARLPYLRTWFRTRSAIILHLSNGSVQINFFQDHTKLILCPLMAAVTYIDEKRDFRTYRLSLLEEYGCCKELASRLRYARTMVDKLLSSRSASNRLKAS
PI5P4K alpha inh – blocks human PI5P4K alpha kinase activity; 330,000 compounds, 1.2% hits; max response, %; P48426; PI5P4Kalpha enzyme, ADP-Glo luminescence, 60 min; stronger effect = lower value; active = max response of -50% or lower; inconclusive = between -30% and -50%; inactive = -30% or higher; note: value at the top dose of about 77 µM; % is set by controls: 0 for no effect and ±100 for the full control effect
Target sequence (P48426 whole entry, looked up): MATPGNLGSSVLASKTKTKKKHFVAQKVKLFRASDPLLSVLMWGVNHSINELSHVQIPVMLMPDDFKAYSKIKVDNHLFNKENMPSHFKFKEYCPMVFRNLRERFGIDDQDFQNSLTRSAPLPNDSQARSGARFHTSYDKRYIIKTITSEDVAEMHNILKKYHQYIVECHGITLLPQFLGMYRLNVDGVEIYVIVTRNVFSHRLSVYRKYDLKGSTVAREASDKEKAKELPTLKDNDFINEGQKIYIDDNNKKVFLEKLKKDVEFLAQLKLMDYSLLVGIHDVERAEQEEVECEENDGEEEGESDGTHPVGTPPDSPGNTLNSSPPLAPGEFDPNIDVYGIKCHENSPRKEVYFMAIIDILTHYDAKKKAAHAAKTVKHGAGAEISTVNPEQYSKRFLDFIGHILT
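Luminescence from ADP-Glo served as readout of PI5P4Kalpha activity in a qHTS format. Reaction: enzyme, substrate, compound, ATP at 5 microM final, 60 min at RT.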
WRN helicase inh – WRN helicase (human) inhibition. Q14191. WRN helicase unwinding, fluorescent forked duplex, kinetic. Potency, µM (top dose mostly 114 µM), for the others: top-dose activity change, negative = inhibition, usual class: inhibitors. 360,000 compounds, 0.46% hits; note: potency is the fitted concentration of half-maximal effect; % is set by controls: 0 for no effect and ±100 for the full control effect; nearly all actives have a fitted effect of over 55% in size
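WRN at 20 nM final was preincubated with compound for 15 min at room temperature; reaction started with 100 nM forked duplex oligonucleotide carrying fluorophore and quencher plus 2 mM ATP (final). Unwinding followed kinetically by red fluorescence (ex 525/em 598 nm).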
EPAC1 antag – blocks human EPAC1 exchange factor; 360,000 compounds, 0.14% hits; O95398; EPAC1 GEF assay, Rap1b-BODIPY-GDP exchange fluorescence; Potency, µM (titrated, usually from 115 µM), for inactives: top-dose activity change, negative = inhibition, actives largely listed as inhibitors;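 note: potency is the fitted concentration of half-maximal effect; plate controls were vehicle for no effect and positive control for full effect; nearly all actives have a fitted effect of over 50% in size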
EPAC1 ag – EPAC1 (human) agonism | O95398 | EPAC1 agonist qHTS, biochemical assay; response scale: 100% = response to 6.5 mM cAMP | Potency, µM (top dose mostly 154 µM), for the others: top-dose activation, most hits filed as activators | 360,000 compounds, 0.073% hits | AID 720707; note: potency is the fitted concentration of half-maximal effect; nearly all actives have a fitted effect of over 60% in size
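EPAC1 100 nM, Rap1B–BODIPY-GDP 250 nM, unlabeled GDP 50 uM; compound titration; 5 min RT; kinetic read ex480/em540 at 5-min intervals ×30 min; data normalized to 6.5 mM cAMP agonist control.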
Starred values were filed as active, the others as inactive; ? = inconclusive; nt = no result given; & = joins results of further samples; [ ] = another dose, or the depositor's remark. Unless noted, calls come from the whole dose curve; as a rule, active = well fitted curve in the direction sought with a large enough effect; inconclusive = small, poorly fitted or top-dose-only effect, or another doubt; inactive = no such curve, though single readings can be large; an effect the other way counts as inactive or inconclusive. An excerpt, so the mix of outcomes need not match the whole.

SMILES	CCT chaperon mod	EPAC2 antagonist	Mm-Cpn inhibitor	PLK1 PBD inh	PI5P4K alpha inh	WRN helicase inh	EPAC1 antag	EPAC1 ag
COC[C@@H]1CCCN1c1ccc2c(c1)O[C@H](COCc1ccccc1)CN([C@H](C)c1ccccc1)S2(=O)=O	1.6	0%	nt	-2%	11	-2%	-14%	8%
NC(=O)[C@@H]1CCCN1Cc1c(C(=O)N2CCN(C3CCCCC3)CC2)nc2ccccn12	0.1	-27%	0%	-10%	-5	-1%	1%	-1%
Nc1ccc(S(=O)(=O)NC2(C(F)(F)F)NC(=O)N(c3ccccc3Cl)C2=O)cc1 (configuration not stated)	-0.9	2%	3%	-5%	5	-13%	7%	1%
COc1ccc(N2C=C3C(=O)C(C)(OC(=O)CCc4ccccc4)C(=O)C=C3C=C2c2ccc(C#N)cc2)cc1 (configuration not stated)	-2.0	17%	0%	-19%	?	6%	12%	-14%
CCC(CC)C(=O)Nc1cccc(C(=O)NCCc2ccc(S(N)(=O)=O)cc2)c1	-5.3	7%	-1%	-4%	nt	0%	8%	2%
CCOc1cc(C(=O)OCC(=O)Nc2cc(C)on2)cc(OCC)c1OCC	-0.4	6%	-2%	-1%	nt	10%	8%	0%
CN(CC(=O)NCCc1ccccc1)Cc1ccco1	-0.8	-3%	1%	-8%	-1	2%	-12%	3%
O=C(CCSc1nnc(-c2ccncc2)o1)Nc1ccccc1	-1.1	-1%	2%	-6%	0	-5%	-4%	3%
O=C(O)CCCCCNS(=O)(=O)/C=C/c1ccccc1	-1.3	11%	0%	-10%	-3	-2%	9%	18%
COc1ccc(C(=O)OC(C)CN2CCOCC2)cc1 (configuration not stated)	-4.9	6%	-1%	-12%	5	1%	1%	5%
Cc1cc(NC(=O)COc2ncnc3sc(C)c(C)c23)no1	-9.9	13%	2%	-5%	-1	-5%	7%	6%
NC(=O)c1ccccc1NS(=O)(=O)Cc1ccccc1	-1.8	2%	-3%	-10%	2	2%	13%	2%
Cn1cc(CN2CCCC(C(=O)Nc3ccc(-c4cccc(F)c4)cc3)C2)cn1 (configuration not stated)	0.1	1%	-1%	-11%	-9	-2%	?	3%
CCOC(=O)CN(C(=O)Cn1nnc2ccccc21)C(C(=O)NCCOC)c1ccccc1 (configuration not stated)	-0.4	7%	0%	0%	6	6%[57.1 µM]	1%	-7%
Cc1ccc(NC(=O)C2C(C(=O)O)C3C=CC2C32CC2)cc1 (configuration not stated)	1.5	-1%	-5%	-5%	-8	0%	3%	0%
CCOc1ccc(-c2nc(CN3CCCCC3CCn3cccn3)c(C)o2)cc1 (configuration not stated)	1.2	21%	0%	-4%	-3	1%	21%	-15%
Cc1ccc(C(=O)NCC(=O)OC(C)C(=O)Nc2ccc(N(C)C)cc2)s1 (configuration not stated)	1.8	-9%	-3%	4%	4	-1%	-1%	-7%
COc1cc(Cl)c(C)cc1NC(=O)CSc1nnc(CCC(=O)O)c(=O)[nH]1	-0.6	-7%	0%	-20%	-20	-11%	5%	9%
O=C(NCCCN1CCOCC1)/C(=C/c1cccs1)NC(=O)c1ccccc1	-0.1	5%	2%	4%	6	-3%	13%	0%
CCC(C)c1ccc(NC(=O)COC(=O)CCNS(=O)(=O)c2cccs2)cc1 (configuration not stated)	-16	-19%	2%	6%	3	-9%	-24%	-5%
CC(C)C[C@@H]1COc2cccc(N3CCSCC3)c2S(=O)(=O)N1	-1.4	2%	nt	-5%	0	2%	-3%	6%
COc1ccc(NC(=O)CC2CCCC2)cc1S(=O)(=O)N1CCCCC1	3.3	1%	0%	1%	10	-1%	4%	1%
COc1ccc(NC(=O)c2ccco2)cc1NC(=O)c1cccnc1	1.8	-3%	-2%	4%	nt	-6%	3%	2%
CC(Nc1nc(N2CCOCC2)nc2ccccc12)c1ccccc1 (configuration not stated)	-0.6	6%	3%	0%	1	-3%	-7%	-2%
CCOC(=O)CNC(=O)CSc1nc(C)cc(C)c1C#N	-0.1	15%	1%	-11%	-2	11%	11%	-3%
Next section.
SMILES	CCT chaperon mod	EPAC2 antagonist	Mm-Cpn inhibitor	PLK1 PBD inh	PI5P4K alpha inh	WRN helicase inh	EPAC1 antag	EPAC1 ag
O=C(NC(c1ccc2ccccc2n1)c1cccs1)C1CCN(Cc2cccc(C(F)(F)F)c2)CC1 (configuration not stated)	1.0	-17%	nt	9%	1	-11%	-14%	-14%
CCOc1ccc(Cl)cc1/C=C1/C(=O)ON=C1C	-0.8	2%	0%	?	-3	-18%	-19%	10%
CCN(CC)CCCNC(=O)c1cn(CC)c2ccc(S(=O)(=O)N(C)C3CCCCC3)cc2c1=O	1.7	3%	0%	?	0	7%	16%	8%
CN(C)C(CNC(=O)c1cccs1)c1cccnc1 (configuration not stated)	1.2	-4%	1%	1%	5	-2%	?	-6%
COc1ccc(C(=O)OC(C)C(=O)NC(C)CCc2ccccc2)cc1[N+](=O)[O-] (configuration not stated)	-1.1	-19%	1%	5%	3	2%	-7%	-12%
CO/N=C/c1ccc(N2CCN(C(=O)c3cccc(C(F)(F)F)c3)CC2)c([N+](=O)[O-])c1	2.4	-1%	-2%	-1%	nt	-7%	-16%	14%
CN1CCN(S(=O)(=O)c2ccc(NC(=O)C(C)(C)C)cc2)CC1	-3.9	3%	2%	-5%	nt	-2%	8%	7%
COc1ccc(C(=O)NC(=S)NC(C)c2ccccc2)cc1 (configuration not stated)	0.4	-16%	nt	?	-29	-20%	-24%	0%
CCOC(=O)c1sc(=NC(=O)c2ccc(OC(C)C)cc2)n(C)c1C	-34*	8%	-26%	1%	2	-13%	11%	3%
CCc1ccccc1NC(=O)CCc1c(C)nn(-c2ccc(N3CCOCC3)nn2)c1C	-2.8	0%	6%	-9%	11	-3%	20%	-5%
CCCCc1ccccc1NC(=S)NC1CCCC1	-3.0	-14%	-1%	-13%	3	6%	-17%	-19%
COCC(=O)Nc1nnc(Cc2ccc(OC)c(OC)c2)s1	0.6	15%	1%	-3%	1	15%	17%	4%
CC(C)(C)C(=O)NC(C(N)=O)=C(Cl)Cl	2.1	16%	2%	1%	0	10%	19%	1%
CCOP(=O)(OCC)C(Nc1ccccc1)c1ccco1 (configuration not stated)	-0.9	3%	2%	-9%	-1	0%	-11%	2%
c1ccc(-c2nnc3sc(-c4csc5c4CCCC5)nn23)cc1	-3.7	-1%	-2%	11µM*	?	-31%	-2%	4%
CC(C)Cc1cc(C(=O)N2CCN(C(c3ccccc3)c3ccccc3)CC2)no1	0.0	-9%	-1%	-4%	20	-5%	?	-6%
O=C(C1=C[C@@H](C2CC2)C[C@@H](OCc2ccc(CO)cc2)O1)N1CCOCC1	0.5	6%	nt	1%	1	10%	19%	-2%
CC1(C)SC(=S)N(/N=C/c2ccccc2O)C1N(O)C(=O)Nc1ccccc1 (configuration not stated)	-0.5	-9%	-1%	-5%	0	-14%	?	20%
CCN(CC)CCCNc1nc2cc(OC)c(OC)cc2c2nc(-c3ccccc3)nn12	-3.0	-3%	0%	-7%	3	35µM*	1%	-5%
CCOC(=O)C1(CCc2ccccc2)CCN(Cc2cnc(N(C)C)s2)CC1	0.0	-11%	?	-9%	7	-10%	0%	5%
Cc1cc(C)n2nc(CC(=O)NC3CCCCCC3)nc2n1	-2.5	7%	1%	1%	nt	8%	13%	-4%
O=C(CSc1nnc(Cn2c(=O)sc3ccccc32)n1-c1ccccc1)N1CCCCCC1	-1.5	-2%	-1%	0%	1	0%	-3%	0%
CC(C)(C)C(=O)Nc1cccc(-c2nc3ccccc3c(=O)o2)c1	-0.7	-2%	1%	2%	nt	-14%	9%	-1%
CC(=O)N(C)c1ccc(NC(=O)c2ccco2)cc1	-2.3	6%	0%	-10%	4	11%	3%	-3%
COCCn1c(=NC(=O)CCS(=O)(=O)c2ccccc2)sc2ccccc21	-0.4	-1%	nt	-11%	-12	-11%	-2%	8%

Rewritten as comma-separated lines: part of the list above.
compound,CCT chaperon mod,EPAC2 antagonist,Mm-Cpn inhibitor,PLK1 PBD inh,PI5P4K alpha inh,WRN helicase inh,EPAC1 antag,EPAC1 ag
CN(CC(=O)NCCc1ccccc1)Cc1ccco1,-0.8,-3%,1%,-8%,-1,2%,-12%,3%
O=C(CCSc1nnc(-c2ccncc2)o1)Nc1ccccc1,-1.1,-1%,2%,-6%,0,-5%,-4%,3%
O=C(O)CCCCCNS(=O)(=O)/C=C/c1ccccc1,-1.3,11%,0%,-10%,-3,-2%,9%,18%
COc1ccc(C(=O)OC(C)CN2CCOCC2)cc1 (configuration not stated),-4.9,6%,-1%,-12%,5,1%,1%,5%

Next compounds.
SMILES	CCT chaperon mod	EPAC2 antagonist	Mm-Cpn inhibitor	PLK1 PBD inh	PI5P4K alpha inh	WRN helicase inh	EPAC1 antag	EPAC1 ag
Cc1nn(Cc2ccc(C(=O)Nc3ccccc3C(F)(F)F)o2)c(C)c1Br	1.9	-20%	1%	1%	17	-13%	-19%	0%
COc1cccc(C2SCC(=O)N2c2ccc(Cl)cc2)c1OC (configuration not stated)	-1.3	-7%	-2%	-15%	-5	2%	?	10%
CC1CCC(C(C)C)C(OC(=O)Cn2c(-c3ccccc3)[n+](C)c3ccccc32)C1 (configuration not stated)	-3.1&2.7	2%&2%	1%&2%	-13%&-6%	-6&0	11%&-2%	6%&-3%	7%&0%
O=C(CCCN1C(=O)/C(=C/c2ccc3c(c2)OCO3)SC1=S)Nc1ccc(C(=O)O)cc1	-1.6	0%	-1%	2%	-20	-25%	-3%	0%
CCCC(C)C(=O)OCC(=O)NCc1ccc(OC)c(OC)c1 (configuration not stated)	0.7	1%	-1%	0%	11	-1%	3%	8%
Cc1cc(=O)n2[nH]c(NCc3c(F)cccc3Cl)nc2n1	2.2	1%	-4%	5%	3	7%	21%	1%
CC(=O)c1ccc(OCC(=O)NCCC2=CCCCC2)cc1	-0.9	-8%	nt	-2%	20	5%	-2%	4%
CSCCC(NS(=O)(=O)c1ccc2c(c1)oc(=O)n2C)C(=O)NC1CCN(Cc2ccccc2)CC1 (configuration not stated)	-2.3	2%	3%	-8%	-5	-32%	5%	13%
CCN(CC)C(=O)CP(=O)(c1ccccc1)c1ccccc1	0.3	0%	0%	-1%	8	-13%	-1%	4%
O=C(NCCCN1CCN(c2cccc(Cl)c2)CC1)c1ccc(N2CCCC2=O)cc1	-1.6	-9%	0%	-11%	3	-9%	-10%	-8%
S=c1ccc2ccccc2[nH]1	1.3	2%	-4%	11µM*	-8	7%	-16%	-7%
O=C1C[C@@H]2c3c(cccc3CN1Cc1ccccc1)C[C@@H](O)[C@H]2O	-1.0	-10%	nt	3%	3	8%	13%	-4%
